5HT1E antag: 5-HT1E receptor antagonists, primary screen, cell-based, HTS | CHO 5-HT1E Ga15 NFAT-bla reporter, FRET, antagonist | AID 571, 2007 | inhibition, % at 6 µM | 5-hydroxytryptamine receptor 1E (Homo sapiens), P28566 | actives 0.99% (n = 65,000);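 active means inhibition above a set limit, the mean inhibition across every tested compound plus 3 SD, cut at about 29% in these data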;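 further: signal is the 460 over 535 nm emission ratio of beta-lactamase substrate; 0% = agonist plus DMSO wells and 100% = wells without agonist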
Target sequence (P28566 whole entry, looked up): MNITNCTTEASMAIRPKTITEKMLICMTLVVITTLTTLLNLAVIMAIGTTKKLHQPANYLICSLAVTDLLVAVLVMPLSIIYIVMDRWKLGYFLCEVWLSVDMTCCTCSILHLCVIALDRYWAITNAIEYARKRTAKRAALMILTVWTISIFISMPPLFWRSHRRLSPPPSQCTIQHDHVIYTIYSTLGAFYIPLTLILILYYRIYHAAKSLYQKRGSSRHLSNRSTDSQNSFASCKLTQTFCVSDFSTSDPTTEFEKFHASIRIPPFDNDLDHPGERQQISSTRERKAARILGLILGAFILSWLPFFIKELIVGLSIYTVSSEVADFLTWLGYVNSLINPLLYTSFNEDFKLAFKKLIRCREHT
Her2 expr inh: inhibitors of Her2 protein expression, primary screen, SKBR-3 cells, AlphaScreen, 66K library; Receptor tyrosine-protein kinase erbB-2 (Homo sapiens), P04626; actives 0.69% (n = 65,000); SKBR-3 HER2 protein level, 18-24 h; stronger effect = lower value; HER2 level % of control, % at 10 µM;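 active means HER2 level under 5% of the carrier-only control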;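 further: 100% = DMSO carrier and 0% = 500 nM PU-H71 HSP90 inhibitor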
S1P1 ag pot: S1P1 agonists and agonism potentiators, primary screen, cell-based, primary and confirmation screens, CRE-bla reporter | actives 0.57% (n = 56,000) | Sphingosine 1-phosphate receptor 1 (Homo sapiens), P21453 | S1P1 CRE-bla cells, forskolin, beta-lactamase FRET, potentiator mode; S1P1 agonist co-added at EC20, 2 nM; 100% = saturating reference agonist, 0% = basal | activation, % at 9.5 µM;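 active means activation above a cutoff set at the mean activation of all tested compounds plus 3 SD, cut at about 54% in these data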;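 further: forskolin at 4 µM as EC80 and the EC20 agonist is SEW2871; 100% = SEW2871 at its EC100 plus forskolin at EC80; some compounds past the cut are filed as inactive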
Jurkat tox 60K: cytotoxicity toward Jurkat T cells, primary screen, cytotoxicity control, cell-based, Jurkat E6.1, 60K MLSMR library. Jurkat E6.1 viability, ATP luminescence, 48 h. AID 463, 2006. actives 1.2% (n = 56,000). inhibition, % at 4 µM;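 active means inhibition above the mean inhibition of all tested compounds plus 3 SD, cut at about 28% in these data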
M1 agonist: M1 muscarinic receptor agonists, primary screen, CHO-M1 cells, Fluo-4 calcium, agonist mode | actives 3% (n = 64,000) | AID 626, 2007 | B-score at 10 µM | Fluo-4 calcium fluorescence; stronger effect = higher value | Muscarinic acetylcholine receptor M1;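 active means fluorescence rise, raw or as B-score row- and column-corrected plate score, outside the 99.7% band of its plate's samples, either direction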
S1P3 ag: human S1P3 receptor agonists, primary screen, cell-based, primary and confirmation, NFAT-BLA reporter. Sphingosine 1-phosphate receptor 3 (Homo sapiens), Q99500. S1P3 NFAT-BLA reporter cells, agonism, FRET ratio; relative to 1 µM S1P, basal subtracted. activation, % at 4.5 µM. actives 0.1% (n = 60,000). AID 373, 2006;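 active means activation above the screen-wide mean plus 3 SD, cut at about 4.5% in these data, passing the limit was not always enough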; further: some compounds called inactive have numbers as strong as hits
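Assay system: CHO cells stably expressing human S1P3, Gα16 and NFAT-β-lactamase reporter. Timing: overnight plating, 4 h compound 37 °C, 2 h substrate RT. Signal: β-lactamase FRET emission ratio 460/535 nm. Measure: percent activation versus median 1 µM S1P response, basal-subtracted, per plate. Repeats: primary screen single test, confirmation screen in triplicate.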
HEK293 NFkB inh: inhibitors of PMA/ionomycin-induced NF-kB reporter, primary screen, antigen receptor NF-kB inhibitor project, cell-based, HEK-293 luciferase reporter, luminescence; HEK-293 NF-kB luciferase reporter; inhibition, % at 3 µM; actives 0.21% (n = 62,000);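 active means inhibition above the mean of all tested compounds plus 3 SD, cut at about 40% in these data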;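 further: 0% = stimulated DMSO wells and 100% = 10 µM reference inhibitor 5653914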
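Material: HEK-293 cells with stable firefly luciferase reporter driven by four HIV NF-kB elements / Also added: PMA plus ionomycin mix as NF-kB-activating stimulus / Compound dosing: 3 µM once, 0.30% DMSO / Times: 1 h pretreatment, 16 h stimulation, 37 °C / Signal: luminescence / Evaluation: per-plate % inhibition versus controls / Benchmarks: DMSO and 10 µM reference inhibitor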
HTR1E agonist: 5-HT1E receptor agonists, primary screen, cell-based, HTS. 5-hydroxytryptamine receptor 1E (Homo sapiens), P28566. CHO 5-HT1E Ga15 NFAT-bla reporter, FRET; 0% DMSO wells, 100% control agonist wells. activation, % at 6 µM. actives 0.69% (n = 65,000). AID 574, 2007;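 active means activation above a set limit, the screen-wide mean activation plus 3 SD, cut at about 8.5% in these data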;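 further: 100% = positive control agonist at 1 µM giving full maximal response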
M1 antag: antagonists of rat M1 muscarinic receptor | CHO-M1 cells, Fluo-4 calcium, ACh EC80 antagonist mode; stronger effect = lower value | B-score at 10 µM | actives 3.4% (n = 64,000) | AID 628, 2007;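 active means calcium fluorescence response, raw or row-and-column corrected B-score, differing from the plate sample mean either way at a set confidence level, mostly lower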
Target sequence (P08482 whole entry, looked up): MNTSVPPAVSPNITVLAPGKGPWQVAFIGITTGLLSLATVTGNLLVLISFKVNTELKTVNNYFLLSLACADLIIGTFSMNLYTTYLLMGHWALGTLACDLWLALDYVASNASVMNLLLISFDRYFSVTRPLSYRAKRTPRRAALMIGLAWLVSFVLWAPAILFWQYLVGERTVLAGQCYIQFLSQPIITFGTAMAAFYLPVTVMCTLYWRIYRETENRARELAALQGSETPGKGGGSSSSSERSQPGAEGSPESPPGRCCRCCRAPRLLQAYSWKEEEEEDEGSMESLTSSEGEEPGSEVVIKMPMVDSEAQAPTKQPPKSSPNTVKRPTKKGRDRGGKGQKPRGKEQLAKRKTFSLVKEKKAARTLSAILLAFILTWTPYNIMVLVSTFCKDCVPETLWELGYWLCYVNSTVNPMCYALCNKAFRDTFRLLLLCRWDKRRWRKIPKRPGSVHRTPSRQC
Active calls of the source: *; nt = no result given. Only part of the results is shown; count on the stated rates, not on these rows.

Letter code – A = 5HT1E antag; B = Her2 expr inh; C = S1P1 ag pot; D = Jurkat tox 60K; E = M1 agonist; F = S1P3 ag; G = HEK293 NFkB inh; H = HTR1E agonist; I = M1 antag
1: OC(CNC1CCCCC1)c1ccccc1 (centres undefined)
  A: -11.0; B: 80.3; C: -21.0; D: -4.4; E: 0.376; F: -1.2; G: 18.7; H: 1.6; I: 0.441
2: Oc1ccc(Br)cc1CN1CCN(c2ccccc2)CC1
  A: -13.6; B: 88.3; C: -18.6; D: 4.8; E: -0.268; F: 0.6; G: 9.9; H: 0.3; I: -1.09
3: N=c1c[n+](CC23CC4CC(CC(C4)C2)C3)[n-]o1
  A: 7.2; B: 41.8; C: -32.1; D: 2.2; E: 0.453; F: 2.4; G: 17.9; H: 0.3; I: 0.367
4: CCCCCCn1c(O)c(C=Nc2c(C)n(C)n(-c3ccccc3)c2=O)c(=O)[nH]c1=O
  A: -6.5; B: 100.4; C: 12.6; D: nt; E: 0.0601; F: 0.0; G: nt; H: 0.7; I: -1.75
5: CNCC(O)c1cccc(OC(=O)c2ccccc2C)c1 (centres undefined)
  A: -3.2; B: 137.8; C: -3.1; D: -13.3; E: -3.29*; F: -0.7; G: -3.4; H: 9.4*; I: 0.582
6: COC(=O)COc1cc(C)cc2oc(=O)c3c(c12)CCCC3
  A: 17.3; B: 94.0; C: nt; D: nt; E: 0.0263; F: nt; G: 8.7; H: -0.1; I: 0
7: CCOCC(=O)NC1CCSC1=O (centres undefined)
  A: 6.8; B: 80.9; C: 9.7; D: 1.8; E: 0.0158; F: 0.2; G: 12.9; H: 0.2; I: 0.128
8: Cc1cc(S(=O)(=O)NCc2ccccc2)ccc1OCC(=O)N1CCN(C)CC1
  A: -6.4; B: 98.2; C: 14.3; D: 2.1; E: -0.421; F: -0.3; G: 15.2; H: 0.4; I: 1.96
9: COc1ccc(-n2c(O)c(C(C)=NC3CC3)c(=O)[nH]c2=O)cc1
  A: 0.8; B: 107.1; C: -10.1; D: -5.0; E: -0.0118; F: -0.9; G: 6.2; H: 0.0; I: -0.609
10: C=CCn1c(O)c(C(C)=NC2CC2)c(=O)[nH]c1=O
  A: 7.8; B: 85.1; C: 5.3; D: -6.7; E: -0.375; F: -1.6; G: -13.2; H: 0.3; I: -0.28
11: O=C(Cc1cccs1)N1CCC2(CC1)OCCO2
  A: 1.8; B: 91.1; C: -4.8; D: 4.3; E: 0.12; F: -0.7; G: -0.9; H: -0.7; I: 1.15
12: COc1ccc(Nc2ncc(C(=O)N3CCC4(CC3)OCCO4)c3ccccc23)cc1
  A: -3.4; B: 83.5; C: 3.4; D: 1.8; E: 3.35; F: -0.8; G: 20.9; H: -0.2; I: -1.61
13: COc1ccc(OC)c(-n2c(O)c(C=NCc3ccc4c(c3)OCO4)c(=O)[nH]c2=O)c1
  A: 12.2; B: 96.9; C: 11.2; D: 4.0; E: 0.26; F: -0.3; G: 2.8; H: -0.1; I: -0.205
14: CC(=O)c1c(C)[nH]c(C(=O)N2CCC3(CC2)OCCO3)c1C
  A: -5.1; B: 157.9; C: 6.1; D: 4.7; E: -0.0557; F: 0.8; G: 3.2; H: 0.4; I: 0.41
15: O=C(Nc1ccc(OC(=O)N2CCCC2)cc1)N1CCOCC1
  A: 12.1; B: 106.5; C: 15.2; D: 8.4; E: -1.13; F: -0.7; G: 6.3; H: -0.8; I: -0.0322
16: CCC(=O)Nc1cc(C(=O)N2CCC3(CC2)OCCO3)ccc1S(=O)(=O)c1ccc(C)cc1
  A: 1.5; B: 105.8; C: 7.9; D: -5.3; E: -0.601; F: -0.2; G: 18.2; H: 0.0; I: 0.146
17: CCCCN1C(=O)NC(=O)C2(Cc3c(nc4ccccn4c3=O)N3CCc4ccccc4C32)C1=O (centres undefined)
  A: -4.7; B: 16.9; C: -5.7; D: 4.4; E: 1.06; F: -1.8; G: 13.5; H: 0.5; I: -0.0267
18: COc1ccccc1CN1CCN(C(=O)COc2cccc(C)c2)CC1
  A: 6.4; B: 51.2; C: -17.4; D: -1.4; E: 0.315; F: -0.7; G: 11.6; H: -0.8; I: -0.0613
19: O=C(COc1ccccc1)N1CCN(C/C=C/c2ccccc2)CC1
  A: -7.6; B: 81.1; C: -27.0; D: -2.4; E: 0.634; F: -1.0; G: 21.4; H: -0.5; I: -0.0119
20: CC1CN=C(Nc2cccc3ccccc23)S1 (centres undefined)
  A: -8.5; B: 75.0; C: 0.1; D: -4.3; E: 0.474; F: -0.1; G: 14.4; H: 0.5; I: 0.0228
21: CN(C)C1=NC(N(C)C)=NP(N(C)C)(N(C)C)=N1
  A: 7.9; B: nt; C: 1.8; D: -3.9; E: 0.216; F: -0.6; G: 4.3; H: 0.9; I: -0.159
22: CC(=O)c1c(C)n(CCCOC(C)C)c2ccc(O)cc12
  A: -14.4; B: 82.5; C: 10.7; D: -2.1; E: 0.29; F: 0.4; G: 1.3; H: 0.6; I: 0.462
23: CC(N)Cc1c[nH]c2cc3c(cc12)OCCO3 (centres undefined)
  A: 5.4; B: 113.0; C: 1.1; D: 3.0; E: -0.527; F: -1.3; G: 12.2; H: 4.7; I: 0.411
24: O=C(c1cc(=O)[nH]c2ccc(Br)cc12)N1CCC2(CC1)OCCO2
  A: -4.2; B: 114.5; C: -40.3; D: -4.2; E: 0.81; F: -0.6; G: -12.3; H: -0.8; I: -0.244
25: CC1CN=C(NCc2ccncc2)S1 (centres undefined)
  A: 8.9; B: 137.2; C: -31.7; D: 8.2; E: -0.0479; F: 1.3; G: 11.8; H: -0.2; I: 0.528

Sorted by molecular weight (low to high): 3 of the compounds above
Letter code – A = 5HT1E antag; B = Her2 expr inh; C = S1P1 ag pot; D = Jurkat tox 60K; E = M1 agonist; F = S1P3 ag; G = HEK293 NFkB inh; H = HTR1E agonist; I = M1 antag
7: CCOCC(=O)NC1CCSC1=O (centres undefined)
  A: 6.8; B: 80.9; C: 9.7; D: 1.8; E: 0.0158; F: 0.2; G: 12.9; H: 0.2; I: 0.128
13: COc1ccc(OC)c(-n2c(O)c(C=NCc3ccc4c(c3)OCO4)c(=O)[nH]c2=O)c1
  A: 12.2; B: 96.9; C: 11.2; D: 4.0; E: 0.26; F: -0.3; G: 2.8; H: -0.1; I: -0.205
17: CCCCN1C(=O)NC(=O)C2(Cc3c(nc4ccccn4c3=O)N3CCc4ccccc4C32)C1=O (centres undefined)
  A: -4.7; B: 16.9; C: -5.7; D: 4.4; E: 1.06; F: -1.8; G: 13.5; H: 0.5; I: -0.0267

Going on with the list.
Letter code – A = 5HT1E antag; B = Her2 expr inh; C = S1P1 ag pot; D = Jurkat tox 60K; E = M1 agonist; F = S1P3 ag; G = HEK293 NFkB inh; H = HTR1E agonist; I = M1 antag
26: CCC(=O)N1CC(=O)Nc2ccc(F)cc2C1c1ccccc1 (centres undefined)
  A: 2.8; B: 105.5; C: -28.0; D: 1.4; E: -0.77; F: 0.2; G: 15.0; H: 0.6; I: 1.47
27: C(=NC12CN3CN(CN(C3)C1)C2)c1cccnc1
  A: -8.2; B: 71.7; C: -18.8; D: 2.4; E: -0.00754; F: -0.4; G: 7.4; H: -0.6; I: -0.266
28: CN(C)c1cc(N)c2c(n1)CCC2 (tested in a mixture with another compound)
  A: 8.4; B: 90.4; C: 0.3; D: -4.0; E: 0.562; F: 0.1; G: 23.6; H: 0.2; I: -0.689
29: CN1CCC(N2CC3CC(C2)c2cccc(=O)n2C3)CC1 (centres undefined)
  A: -6.9; B: 156.3; C: nt; D: 1.6; E: -1.07; F: 0.9; G: 6.9; H: 0.2; I: -0.337
30: CCCCn1c(O)c(C(C)=NC(C)c2ccccc2)c(=O)[nH]c1=O (centres undefined)
  A: -7.6; B: 75.4; C: -14.8; D: 6.1; E: 0.479; F: -1.0; G: 13.8; H: 0.6; I: 1.64
31: CCCCn1c(O)c(C=NC2CC3CCC2(C)C3(C)C)c(=O)[nH]c1=O (centres undefined)
  A: 1.1; B: 22.7; C: -60.9; D: 5.4; E: 0.0762; F: 0.0; G: 13.0; H: 0.1; I: 0.678
32: CC(=O)Nc1ccccc1OP1(=O)COc2ccccc2OC1
  A: -8.1; B: 90.5; C: 0.7; D: 0.3; E: -0.0438; F: -0.3; G: 17.2; H: 0.4; I: -0.747
33: COc1ccc(C(CC(=O)N2CCC3(CC2)OCCO3)NS(=O)(=O)c2ccc(F)cc2)cc1 (centres undefined)
  A: 7.5; B: 95.1; C: 3.2; D: 2.2; E: -0.303; F: -1.0; G: 6.9; H: 0.5; I: -0.12
34: CN(C)C1=NP(N(C)C)(N(C)C)=NC(c2ccccc2)=N1
  A: -13.7; B: 118.9; C: -26.1; D: -4.5; E: -0.163; F: -0.1; G: 1.3; H: -0.6; I: -0.0186
35: Cn1cc(CCC(=O)N2CCC3(CC2)OCCO3)c2ccccc21
  A: -7.9; B: 110.3; C: 6.4; D: 1.9; E: 0.135; F: 0.7; G: 17.9; H: 0.8; I: -0.0391
36: CCCCCn1c(=O)c(C(=O)NCc2ccncc2)c(O)c2ccccc21
  A: 22.6; B: 54.2; C: 64.2; D: -3.9; E: -1.35; F: 0.1; G: 6.3; H: -0.6; I: 1.27
37: Cc1cccc(OC(=O)N2CCOCC2)c1
  A: -9.4; B: 82.2; C: -13.1; D: -2.0; E: -0.135; F: -0.2; G: 17.4; H: -0.4; I: 0.497
38: CCOC(=O)c1c(N)n(Cc2ccccc2)c2nc3ccccc3nc12
  A: 11.4; B: 84.8; C: -13.3; D: 8.9; E: 0.0255; F: -0.7; G: 12.1; H: -0.4; I: 0.91

Values in list order from above:
HTR1E agonist, entries 30–36 → 0.6, 0.1, 0.4, 0.5, -0.6, 0.8, -0.6
S1P3 ag, entries 30–36 → -1.0, 0.0, -0.3, -1.0, -0.1, 0.7, 0.1

Reprinted at random: 2 compounds from above
Letter code – A = 5HT1E antag; B = Her2 expr inh; C = S1P1 ag pot; D = Jurkat tox 60K; E = M1 agonist; F = S1P3 ag; G = HEK293 NFkB inh; H = HTR1E agonist; I = M1 antag
38: CCOC(=O)c1c(N)n(Cc2ccccc2)c2nc3ccccc3nc12
  A: 11.4; B: 84.8; C: -13.3; D: 8.9; E: 0.0255; F: -0.7; G: 12.1; H: -0.4; I: 0.91
28: CN(C)c1cc(N)c2c(n1)CCC2 (tested in a mixture with another compound)
  A: 8.4; B: 90.4; C: 0.3; D: -4.0; E: 0.562; F: 0.1; G: 23.6; H: 0.2; I: -0.689

Bioassay records: PubChem BioAssay, several laboratories
